# Assay outcomes from PubChem BioAssay.
# Polio RdRp inh – poliovirus RdRp elongation inhibitors, primary screen, biochemical, fluorescence polarization, total intensity; hit rate 0.66% among 150,000; poliovirus polymerase elongation; stronger effect = lower value; % elongation, % (compound at 16.7 µg/mL); in the data active means % elongation below about 90%; further: some results filed as inactive read as strong as hits
# Target sequence (P03300 1749-2209 limits assumed): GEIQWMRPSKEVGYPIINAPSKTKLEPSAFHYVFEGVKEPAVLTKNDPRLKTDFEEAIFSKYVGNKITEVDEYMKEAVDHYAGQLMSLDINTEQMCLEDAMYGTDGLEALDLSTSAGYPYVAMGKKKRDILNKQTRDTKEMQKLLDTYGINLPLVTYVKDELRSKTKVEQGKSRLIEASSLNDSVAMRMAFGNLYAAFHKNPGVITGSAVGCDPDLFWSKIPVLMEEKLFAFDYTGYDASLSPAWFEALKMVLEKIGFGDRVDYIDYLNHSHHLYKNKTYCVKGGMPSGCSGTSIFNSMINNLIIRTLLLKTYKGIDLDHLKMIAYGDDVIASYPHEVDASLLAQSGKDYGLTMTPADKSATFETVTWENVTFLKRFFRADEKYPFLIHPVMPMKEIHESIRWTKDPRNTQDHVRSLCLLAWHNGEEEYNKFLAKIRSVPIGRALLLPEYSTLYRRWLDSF
# Polio RdRp inh FP z-score – second read-out of Polio RdRp inh, no call of its own (marks repeat the call); z-score; measured here: FP z-score; hits read low
# Numbers without * were called inactive.
SMILES,Polio RdRp inh,Polio RdRp inh FP z-score
CC1(C)CC(NC(=O)c2ccn[nH]2)CC(C)(C)N1,104,0.1
COc1cc(OC)cc(-c2nc3nc(C)c(CCC(=O)NCCC(C)C)c(C)n3n2)c1,106,-0.4
Cc1ccc2c(c1)N(C(=O)CN1CCCN(Cc3ccccc3)S1(=O)=O)CCO2,100,-0.2
Cc1cc(Nc2sc(C(=O)c3ccc(F)cc3)c(N)c2C(=O)Nc2ccc(F)cc2)ccc1Cl,115,1.6
CN1/C(=C\C(=O)COC(=O)Cc2cn3ccsc3n2)C(C)(C)c2ccccc21,123,2
COc1cc(NC(=O)c2c3c(nc4ccccc24)C(=O)N(C2CCCCC2)C3)cc(OC)c1,110,0.3
CCOc1ccccc1NC(=O)CSc1nc2cnn(C)c2c(=O)n1Cc1ccccc1,101,0.1
COc1ccc(OCC(O)CNC(=O)Nc2ccccc2)cc1 (stereo not drawn),103,0
Cc1ccc(CNC(=O)CC2Oc3ccc(Cl)cc3NC2=O)cc1 (stereo not drawn),104,-0.2
Cn1ccnc1SCc1cn2ccsc2n1,106,2
O=C(CC12CC3CC(CC(C3)C1)C2)NCC(=O)OCc1nnc(-c2ccc(Br)cc2)o1,106,0.3
Cc1ccc(CSCCNC(=O)C2CCN(S(=O)(=O)Cc3ccccc3)CC2)cc1,104,-0.5
Cc1ccccc1C(=O)N1CCC(c2nc3ccccc3s2)CC1,112,0.4
Cn1cc(S(=O)(=O)N2CCCCCC2)cc1C(=O)N1CCN(c2ccc(F)cc2)CC1,105,-0.3
O=P1(N2CCC(Cc3ccccc3)CC2)CC=CC1,101,0
Cc1cc(C(=O)COC(=O)Cn2cnnn2)c(C)n1-c1cccc(S(=O)(=O)N2CCOCC2)c1,104,0.3
CC(C)(C)NC(=O)CCC1=NS(=O)(=O)c2ccccc2N1,101,0.1
Cc1ccc2nc(-c3ccccn3)oc2c1,106,0.9
COc1ccc(-c2cc(=O)oc3cc4occ(-c5cccc(OC)c5)c4cc23)cc1,102,0.1
N#Cc1c(NC(=O)COC(=O)c2cccs2)sc2c1CCCCC2,103,0.2
CCCCC(CC)CN=C1NS(=O)(=O)c2ccccc21 (stereo not drawn),96,-0.6
COc1ccc(Cl)cc1NC(=O)CSc1nccn1-c1ccc(Cl)cc1,112,1
CCOc1ccccc1NC(=O)NCc1noc2ccc(C)cc12,111,0.6
CC(C)c1ccc(NC(=O)N2CCC(N)CC2)cc1,102,0.1
CCN(CC)C(=S)Nc1ccc(OC)cc1,100,0.1

# The results go on:
SMILES,Polio RdRp inh,Polio RdRp inh FP z-score
O=C(Nc1nnc(-c2cc(Cl)ccc2Cl)o1)c1ccc2c(c1)OCCO2,109,0.3
CCOC(=O)c1c(CSc2nc(C)ccc2C#N)oc2ccc(OC(C)=O)cc12,108,0.5
O=C(Nc1ccc(O)c(-c2nc3ccccc3o2)c1)c1ccco1,106,0.2
Cc1ccc(O)c(C(=O)c2cc(C#N)c(=O)n(C3CCCCC3)c2)c1,102,0.1
CC(C)CCOc1ccc(C(=O)O)cc1,97,-0.8
CC(C)CCNC(=O)Nc1ccc2c(c1)N(C)C(=O)CS2,106,1.9
CC(C)c1ccc(C(=O)O)c(C(C)C)c1,101,0
COc1ccc2c(c1)-c1ccccc1S(=O)(=O)N2C(C)=O,101,0
CCNc1ccc(S(=O)(=O)C(F)(F)F)cc1NCC(=O)N1CCCc2ccccc21,148,6.3
CCCN(CCC)CCCNC(=O)Cn1ncn2c(cc3sc(CC)cc32)c1=O,100,-2.1
Cc1cc(C)cc(NC(=O)c2c(C)noc2C)c1,103,-0.2
Cc1ccc(-n2nnc3c(SCC(=O)N4CCCC4)ncnc32)cc1,104,0.9
Cc1cc(NC(=O)C(C)(C)Oc2ccc(Cl)cc2)cc(-c2nc3ncccc3o2)c1O,105,0.1
CC(CN1CCCC1)OC(=O)c1ccc(F)cc1 (stereo not drawn),101,0
O=C1CC(c2ccccc2)Sc2nc3ccccc3n21 (stereo not drawn),100,-0.1
COC(=O)C1=C(C)NC(=O)CC1c1ccccc1C (stereo not drawn),105,0.3
COc1ccccc1NC(=O)NCc1nc(N)n(C(=O)Nc2ccccc2OC)n1,104,0.8
O=C(CC(Sc1ccc(Br)cc1)C(=O)O)c1ccc(Cl)cc1 (stereo not drawn),85*,-1.4*
O=C(c1ccccc1)N1CCC(c2nc3ccccc3o2)CC1,109,0.6
O=C1CC(c2ccc(F)cc2)c2c(n3c(nc4ccccc43)[nH]c2=O)N1 (stereo not drawn),106,0.4
COCc1cc(=O)[nH]c(Nc2nc3ccccc3o2)n1,104,0.6
Cn1cccc1Cc1nnc2n1CCCCC2,101,-0.2
O=c1c(-c2ccccc2)coc2c(CN3CCCCC3)c(O)ccc12,107,0.4
COc1cccc(Nc2ccc3cc(S(=O)(=O)N4CCC(C)CC4)ccc3n2)c1,106,-0.3
Cc1ccc(S(=O)(=O)c2cnc3ccccc3c2N2CCC3(CC2)OCCO3)cc1C,102,0.1

# Random excerpt: seven records from the list, in no set order.
SMILES,Polio RdRp inh,Polio RdRp inh FP z-score
Cc1ccc(CNC(=O)CC2Oc3ccc(Cl)cc3NC2=O)cc1 (stereo not drawn),104,-0.2
O=C(CC(Sc1ccc(Br)cc1)C(=O)O)c1ccc(Cl)cc1 (stereo not drawn),85*,-1.4*
Cc1ccc(O)c(C(=O)c2cc(C#N)c(=O)n(C3CCCCC3)c2)c1,102,0.1
CCOc1ccccc1NC(=O)CSc1nc2cnn(C)c2c(=O)n1Cc1ccccc1,101,0.1
COc1ccccc1NC(=O)NCc1nc(N)n(C(=O)Nc2ccccc2OC)n1,104,0.8
COc1ccc(OCC(O)CNC(=O)Nc2ccccc2)cc1 (stereo not drawn),103,0
CC(C)c1ccc(NC(=O)N2CCC(N)CC2)cc1,102,0.1

# (continued)
SMILES,Polio RdRp inh,Polio RdRp inh FP z-score
O=C(Nc1ccc(F)c(F)c1)C(c1ccccc1)N1Cc2ccccc2C1=O (stereo not drawn),110,0.6
CCCCC(=O)Nc1nnc(S(=O)(=O)N(C)Cc2ccc(Cl)cc2)s1,108,0.4
CC1(C)OC(=O)C(=Cc2ccoc2)C(=O)O1,100,-0.5
COc1cc2c(cc1NC(=O)C(C)N1CCc3cc(OC)c(OC)cc3C1)oc1ccccc12 (stereo not drawn),102,-0.2
CCN(CC)c1ccc(NC(=O)c2sc3ccccc3c2Cl)cc1,109,0.5
COc1ccc(-c2nnc(SCc3ccc(F)cc3)n2-c2ccccc2)cc1,107,0.5
O=C(C1CCN(S(=O)(=O)c2ccccc2F)CC1)N(CC1CCCO1)c1nc2ccccc2s1 (stereo not drawn),98,-0.7
Cc1ccc(-c2cc(C(=O)N3CCN(S(=O)(=O)c4ccc(Br)cc4)CC3)[nH]n2)cc1C,104,-0.3
O=C(NCc1ccc(F)cc1)c1cc2n(n1)CCCN(Cc1ccc(F)cc1)C2=O,105,-1.5
O=C(NCCc1ccccc1)C1CCC(CNS(=O)(=O)c2ccc(Cl)cc2)CC1 (stereo not drawn),104,-0.1
CCOc1ccc(NC(=O)CSc2nnc3c(C)cc4ccccc4n23)cc1,108,1.1
CCOC(=O)c1ccc(S(=O)(=O)N(C)C)cc1,97,-0.5
Cc1cc2ccccc2n1-c1ccc(C(=O)N2CCCCC2)s1,111,0.9
O=C(CSc1nnc(-c2ccc(F)cc2)o1)N1CCCC2CCCCC21 (stereo not drawn),102,-0.2
COc1cccc(N2CC(NC(=O)c3ccc(S(=O)(=O)N4CCCC4)cc3)CC2=O)c1 (stereo not drawn),110,0.7
Cc1ccc(S(=O)(=O)/N=C(/c2ccccc2)N(C)c2ccc(O)cc2)cc1,101,-0.2
CCN=c1sc(C(=O)NCCc2ccccc2)cc(=O)n1CC,102,0.1
O=c1[nH]c(C(F)(F)F)nc2c1cnn2Cc1ccccc1,101,-0.1
CC(/C=N/N1CCN(c2ccccc2)CC1)=C\c1ccco1,101,-0.3
CCOC(=O)c1nc2ccccc2c(=O)n1/N=C/c1cc(Cl)cc(Cl)c1O,121,2.7
Cc1cc(Nc2ccc(C(C)C)cc2)nc(-n2nc(C)cc2C)n1,110,0.6
O=C(CSc1n[nH]c(-c2ccccc2)n1)NCCc1ccccc1,112,0.7
O=C(NCCN1C(=O)S/C(=C\c2cccnc2)C1=O)c1cc(S(=O)(=O)N2CCOCC2)ccc1F,104,0.1
CCC(=O)N1CCc2cc(S(=O)(=O)CCC(=O)N(C)c3ccc(OC)cc3)ccc21,107,-0.5
CCOC(=O)c1cnn2c(C(F)F)cc(-c3ccc(C)cc3)nc12,100,-0.1

# Complete entries, looked up by structure. Order of values: Polio RdRp inh | Polio RdRp inh FP z-score
# CCCN(CCC)CCCNC(=O)Cn1ncn2c(cc3sc(CC)cc32)c1=O is listed with 100 | -2.1
# CCOC(=O)c1c(CSc2nc(C)ccc2C#N)oc2ccc(OC(C)=O)cc12 is listed with 108 | 0.5
# CN1/C(=C\C(=O)COC(=O)Cc2cn3ccsc3n2)C(C)(C)c2ccccc21 is listed with 123 | 2
# Cn1cc(S(=O)(=O)N2CCCCCC2)cc1C(=O)N1CCN(c2ccc(F)cc2)CC1 is listed with 105 | -0.3
# O=C1CC(c2ccc(F)cc2)c2c(n3c(nc4ccccc43)[nH]c2=O)N1 (stereo not drawn) is listed with 106 | 0.4

# Continuation:
SMILES,Polio RdRp inh,Polio RdRp inh FP z-score
CCc1ccc(C2NC(=O)NC3=C2C(=O)CCC3)cc1 (stereo not drawn),101,0.2
OCC(O)CN=Cc1c(O)[nH]c2ccccc12 (stereo not drawn),99,-0.2
COc1ccc2c(CNCc3cccs3)c(C(=O)O)n(Cc3ccccc3F)c2c1,110,0.6
O=c1c2ccccc2nnn1CSc1nnc(COc2ccccc2Cl)o1,100,-0.4
Cc1cc(C)c(C#N)c(SCC(=O)NCCc2c[nH]c3ccccc23)n1,98,-1
CC(C)P(=O)(c1c(F)c(F)nc(F)c1F)C(C)C,101,-0.3
Cc1ccnc(SCC(=O)C(C)(C)C)n1,102,0.1
O=C(C1CC1)N1N=C2/C(=C/c3ccc4c(c3)OCO4)CCCC2C1c1ccc2c(c1)OCO2 (stereo not drawn),103,0.3
CCCCCCN1C(=O)c2ccc(Br)cc2C1=O,101,-0.1
Cc1cc(NC(=O)CSc2ccc3ccccc3c2)no1,103,0.6
O=c1cc(-c2ccc3ccccc3c2)[nH][nH]1,99,-0.9
COc1cc(NC(=O)c2ccccc2)c(OC)cc1NC(=O)CN1CCCCC1,101,-0.1
N#CCCn1cc(C(=O)N2CCCCC2)c(-c2ccccc2)n1,107,0.4
Cc1nc2cc(-c3ccccc3)nn2c(C)c1CCC(=O)NCc1cccc(Cl)c1,107,0.5
COc1ccc(CCNC(=O)CS(=O)Cc2nc(-c3ccc(C)cc3)oc2C)cc1OC (stereo not drawn),109,0.5
CN1C2=C(C(=O)CCC2)C(c2ccc(O)c(Cl)c2)C2=C1CCCC2=O,100,-0.4
CCOc1ccc(NC(=O)CCc2nnc3n(C)c(=O)c4sccc4n23)cc1,104,-0.6
O=C(CCC1N=C2c3ccccc3N=C(SCc3ccc(F)cc3)N2C1=O)NC1CCCCC1 (stereo not drawn),106,-0.2
CC1CCN(S(=O)(=O)c2csc(C(N)=O)c2)CC1,104,-0.3
CCN1c2ccccc2-c2nc(SCC(=O)Nc3cccc(C(F)(F)F)c3)ncc2S1(=O)=O,106,0
O=C(CSc1nccn1-c1ccccc1)Nc1nc2ccccc2s1,99,-2
CCN(CC)CCCNC(=O)CCCn1c(=O)[nH]c2ccc(Br)cc2c1=O,108,0.7
CCN(CC)C(=O)c1c(NC(=O)c2ccco2)sc2c1CCCCC2,101,0.5
CCCn1c(=N)c(C(=O)NCc2ccco2)cc2c(=O)n3cc(C)ccc3nc21,115,0.7
C=CCNC(=O)CN1CCN(S(=O)(=O)c2ccccc2C(F)(F)F)CC1,104,0.2

# This is a subset; rates above refer to the full screens.
